# Source: PubChem (several laboratories)
# SKKanGAS inh: blocks kanamycin growth of S. pyogenes SKKanGAS strain; BacTiter-Glo, 6 h; inhibition, % at 7.5 µM; actives 1.3% (n = 300,000); AID 1662;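 active = mean replicate score, as percent of positive control median, at least 50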;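 note: strain carries kanamycin resistance gene driven by streptokinase promoter and grows in 40 µg/ml kanamycin; loss of luminescence reflects streptokinase promoter inhibition or plain growth inhibition; 0% = median of DMSO wells and 100% = positive control at its reference dose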
# TRPC6 inhibitor: inhibitors of mouse TRPC6 channel; Q61143; HEK293-TRPC6, membrane potential dye, ACh-evoked depolarization; stronger effect = lower value; B-score at 10 µM; actives 1.1% (n = 310,000);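 active = B-score under library mean minus 3 SD, initial fluorescence not abnormally high, positive integrated signal ratio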;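 note: B-score derived from integrated fluorescence ratio over the kinetic read; more negative B-score means stronger inhibition of depolarization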
# Target sequence (Q61143 whole entry, looked up): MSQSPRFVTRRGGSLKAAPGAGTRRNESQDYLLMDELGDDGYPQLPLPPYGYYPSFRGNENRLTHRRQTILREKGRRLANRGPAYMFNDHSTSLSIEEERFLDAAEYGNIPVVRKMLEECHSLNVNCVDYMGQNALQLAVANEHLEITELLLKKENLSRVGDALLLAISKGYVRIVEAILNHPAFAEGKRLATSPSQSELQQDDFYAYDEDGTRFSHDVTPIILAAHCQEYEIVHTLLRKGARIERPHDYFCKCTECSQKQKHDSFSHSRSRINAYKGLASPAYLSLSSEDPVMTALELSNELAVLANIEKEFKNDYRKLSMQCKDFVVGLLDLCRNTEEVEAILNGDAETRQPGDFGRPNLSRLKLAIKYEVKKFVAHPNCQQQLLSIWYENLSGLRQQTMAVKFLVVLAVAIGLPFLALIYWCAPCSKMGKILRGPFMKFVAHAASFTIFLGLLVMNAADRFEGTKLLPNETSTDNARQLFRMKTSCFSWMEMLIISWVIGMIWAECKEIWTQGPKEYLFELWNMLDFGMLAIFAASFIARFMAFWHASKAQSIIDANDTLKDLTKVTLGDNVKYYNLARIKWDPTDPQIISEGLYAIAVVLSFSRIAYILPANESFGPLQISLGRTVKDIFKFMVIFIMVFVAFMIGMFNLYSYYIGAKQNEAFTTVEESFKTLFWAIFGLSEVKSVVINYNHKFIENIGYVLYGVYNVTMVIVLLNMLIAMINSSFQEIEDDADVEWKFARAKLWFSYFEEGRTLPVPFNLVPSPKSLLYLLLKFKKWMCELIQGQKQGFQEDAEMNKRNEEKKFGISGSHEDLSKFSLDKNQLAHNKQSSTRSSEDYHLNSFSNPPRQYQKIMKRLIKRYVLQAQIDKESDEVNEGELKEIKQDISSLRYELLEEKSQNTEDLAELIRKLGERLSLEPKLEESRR
# MrgX1 allo act: allosterically activates human MrgX1 receptor signaling; MrgX1-HEK293, Fluo-4 calcium flux, FDSS; stronger effect = higher value; B-score at 10 µM; AID 588675; actives 0.63% (n = 310,000);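 active = plate-corrected calcium response at least 3 library SD above typical, normal starting fluorescence, not activating the receptor alone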;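 note: compound read alongside a low EC10 to EC30 dose of BAM8-22 agonist; peak minus trough fluorescence over baseline measured at the second addition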
# TRPC4 PAM: allosteric potentiators of mouse TRPC4 channel; Q9QUQ5; HEK293 TRPC4beta/mu-opioid, DAMGO EC20, Fluo-4 Ca2+ flux; stronger effect = higher value; B-score at 10 µM; actives 0.42% (n = 310,000); AID 2227;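 active = B-score of calcium response area above 5 SD of library B-scores, with initial fluorescence ratio within 5 SD of library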;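 note: B-score of integrated fluorescence ratio over time as area under calcium response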
# TRPC4 agonist: TRPC4 (mouse) channel activation. Q9QUQ5. HEK293 TRPC4beta/mu-opioid, Fluo4 calcium fluorescence; stronger effect = higher value. B-score at 10 µM. actives 0.49% (n = 310,000);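 active = B-score above 5 SD of library B-scores, and initial fluorescence ratio not above library mean plus 5 SD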;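 note: positive B-score marks a calcium rise read as TRPC4 activation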
#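 System – HEK293 cells stably co-expressing mouse TRPC4beta and mu-opioid receptor · Signal – Fluo4 calcium-sensitive dye fluorescence, kinetic, 1 Hz baseline · Benchmarks – buffer (low) and maximal DAMGO (high) · Read-out – B score of integrated fluorescence ratio per well · Incubation – dye loading 45 min room temperature, 110 s kinetic read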
# ANO1 block: blocks the mouse calcium-activated chloride channel TMEM16A; normalized B-score (activity score, 25-100; higher = stronger inhibition) at 10 µM; actives 1.2% (n = 310,000); HEK293 TMEM16A/YFP iodide influx fluorescence, ionomycin; Q8BHY3;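 active = ratio plate-corrected score three or more library SD toward inhibition, starting fluorescence score within five deviations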;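 note: score derived from kinetic fluorescence span divided by baseline fluorescence per well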
# MrgX1 antagonist: blocks BAM8-22 activation of human MrgX1 receptor; Q96LB2; MRGX1-HEK293 calcium flux, Fluo-4, BAM8-22 antagonism; stronger effect = lower value; actives 1.3% (n = 310,000); B-score at 10 µM; AID 588676;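 active = calcium-response B-score plate-corrected more than 3 library SD below zero, starting fluorescence within 5 deviations, no agonist response on first addition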;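 note: peak minus trough fluorescence over baseline after final BAM8-22 challenge near maximal dose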
# MrgX1 agonist: agonists of human MrgX1 receptor | MrgX1-HEK293 cells, Fluo-4 calcium fluorescence, agonist mode; stronger effect = higher value | B-score at 10 µM | actives 0.44% (n = 310,000) | AID 588627;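 active = calcium response B-score plate-corrected fluorescence ratio at least 3 library SD, with starting fluorescence B-score inside 5 SD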
#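 Material – MrgX1-expressing HEK293 cells · Input – 15,000 cells seeded per well · Dosing – compound as first of three additions · Times – overnight seeding, then 1 h dark dye loading · Measured by – kinetic Fluo-4 NW fluorescence of intracellular calcium · Read-out – B-scored fluorescence response ratio · Benchmarks – positive and negative control wells on each plate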
# TRPC4 block: blocks the mouse TRPC4 cation channel; AID 2247; Q9QUQ5; B-score at 10 µM; actives 0.39% (n = 300,000); HEK293 TRPC4beta/mu-opioid, DAMGO-evoked Fluo4 calcium flux; stronger effect = lower value;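 active = B-score over 3 SD under the library average, no early fluorescence shift, positive overall ratio signal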
#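 System: stable TRPC4beta/mu-opioid receptor HEK293 cells; Dosing: single-point compound dosing; Measured by: Fluo4 Ca2+ flux fluorescence; Read-out basis: per-well B score of integrated baseline-normalized Fluo4 ratio.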
# TRPC6 act: activates the mouse TRPC6 cation channel; Q61143; actives 0.13% (n = 310,000); B-score at 10 µM; HEK293-TRPC6 membrane potential dye fluorescence; stronger effect = higher value; AID 2550;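 active = B-score of the integrated fluorescence ratio above library mean plus 3 SD, and starting fluorescence ratio within library mean plus 5 SD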;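 note: higher score means more depolarization so channel activation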
# ANO1 activ: activators or potentiators of mouse TMEM16A chloride channel; Q8BHY3; HEK293 TMEM16A/YFP-H148Q/I152L, iodide quench fluorescence; stronger effect = lower value; B-score at 10 µM; actives 0.3% (n = 340,000);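 active = fluorescence-ratio B-score plate-corrected deviation score at least 3 library SD below zero, with starting fluorescence score within 5 deviations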;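 note: channel opened by trigger with iodide after compound preincubation; score built on the fluorescence ratio of max minus min over baseline; more negative score means more quench and so TMEM16A activation or potentiation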
# Starred values were filed as active, the others as inactive; i = inactive; · = not tested or not shown.
Molecule,TRPC6 inhibitor,TRPC4 agonist,TRPC4 PAM,ANO1 activ,SKKanGAS inh,TRPC6 act,MrgX1 antagonist,MrgX1 agonist,TRPC4 block,ANO1 block,MrgX1 allo act
Cn1cc(SCC(=O)Nc2ccc3c(c2)OCCO3)c2ccccc21,i,i,i,i,-3,i,i,i,i,i,i
CC(C)(C)c1ccc(NC(=O)NCc2ccco2)cc1,i,i,i,i,-2,i,i,i,i,i,i
Cc1cccc(C(=O)NCCNC(=O)c2cccnc2)c1,i,i,i,i,-1,i,i,i,i,i,i
CC(=O)Nc1ccc(SCC(=O)c2cc(C)n(CC(F)(F)F)c2C)cc1,i,i,i,i,-2,i,i,i,i,i,i
CCN(c1ccccc1)S(=O)(=O)c1csc(C(N)=O)c1,i,i,i,i,1,i,i,i,i,i,i
CC(CNC(=O)c1cc(COc2c(F)cccc2F)on1)Oc1cccnc1 (stereo not given),i,i,i,i,-7,i,i,i,i,i,i
Nc1c(NCc2ccccc2F)c(=O)[nH]c(=O)n1Cc1ccccc1,i,i,i,i,-10,i,i,i,i,i,i
CCCCOc1ccc(N(CC(=O)NC2CCCCC2)C(=O)c2snc(C(N)=O)c2N)cc1,i,i,i,i,-2,i,i,i,i,i,i
CS(=O)(=O)N(Cc1ccccc1)c1ccc(C(=O)NCc2cccnc2)cc1,i,i,i,i,-1,i,i,i,i,i,i
COc1ccc(-c2csc(NC(=O)C3=COCCO3)n2)c(OC)c1,i,i,i,i,-8,i,i,i,i,i,i
CCOc1ccc(NC(=O)C(C)Oc2ccccc2C(=O)Nc2ccc(C)c(Cl)c2)cc1 (stereo not given),i,i,i,i,27,i,i,i,i,i,i
CN(c1c(C#N)c(C(F)(F)F)nn1C)N(S(C)(=O)=O)S(C)(=O)=O,i,i,i,i,-4,i,i,i,i,i,i
CCc1ccccc1N1C(=O)C2C3CC(=O)C(c4ccccc43)C2C1=O (stereo not given),i,i,i,i,4,i,i,i,i,i,i
CCCNC(=O)CCc1c(C)nc2c(c(C)nn2-c2ccc(C)cc2)c1C,i,i,i,i,2,i,i,i,i,i,i
CCOC(=O)c1c(NC(=O)COc2ncnc3sccc23)sc2c1CCC2,i,i,i,i,-4,i,i,i,i,i,i
CCOC(=O)c1ccccc1NC(=O)C(C)Oc1ccccc1 (stereo not given),i,i,i,i,3,i,i,i,i,i,i
CC1=C(C(=O)Nc2ccc(Cl)cc2)C2(CCCCC2)C(C(N)=O)C(=S)N1 (stereo not given),i,i,i,·,0,i,i,i,i,i,12*
COc1ccc(OCC(O)CN2CCN(CC(O)COc3ccc(OC)cc3)CC2)cc1 (stereo not given),i,i,i,i,-1,i,i,i,i,i,i
C=CCn1c(SCC(=O)Nc2ccc(F)cc2F)nc2c([nH]c3ccccc32)c1=O,i,i,i,i,-8,i,i,i,i,i,i
O=C(CN1CCN(c2ncccn2)CC1)Nc1ccccc1-n1cccc1,i,i,i,i,-8,i,i,i,i,i,i
CCCCC(=O)NC(=S)Nc1cccc(NC(=O)c2ccco2)c1,i,i,i,i,7,i,i,i,i,i,i
COc1ccc(C(=S)N2CCOCC2)cc1OS(=O)(=O)c1ccccc1[N+](=O)[O-],i,i,i,i,-34,i,i,i,i,i,i
CN1CCN(C(=O)c2ccc3c(=O)n(CCc4ccccc4)c(=S)[nH]c3c2)CC1,·,·,·,i,·,·,i,i,·,i,i
Oc1ccc(-c2nc3ccccn3c2NCc2ccc3c(c2)OCO3)cc1,i,i,i,i,·,i,i,i,i,i,i
CCn1c(COc2ccccc2C)nnc1SCC(=O)N1CCC(C)CC1,i,i,i,i,-6,i,i,i,i,i,i
O=C(COC(=O)c1cccc(Br)c1)NCCNC(=O)COC(=O)c1cccc(Br)c1,i,i,i,i,-3,i,i,i,i,i,i
CCOCC(=O)N1CCN(c2ccccc2OC)CC1,i,i,i,i,2,i,i,i,i,i,i
Cc1ccc2[nH]cc(S(=O)(=O)c3ccc(C(C)C)cc3)c(=O)c2c1,i,i,i,i,-3,i,i,i,i,i,i
C[C@H](CO)NC(=O)[C@@H]1C[C@H]1[C@@H](NP(=O)(c1ccccc1)c1ccccc1)c1ccccc1,i,i,i,i,2,i,i,i,i,i,i
Cc1noc(C)c1C(=O)NCc1cccs1,i,i,i,i,9,i,i,i,i,i,i
CS(=O)(=O)NCc1nnc(SCc2c(F)cccc2Cl)o1,i,i,i,i,2,i,i,i,i,i,i
COc1cccc(C2/C(=C(\O)c3ccc4c(c3)OCCO4)C(=O)C(=O)N2CC2CCCO2)c1 (stereo not given),i,i,i,i,·,i,i,i,i,i,i
O=c1cc(CSc2nc(NCc3ccccc3)c3ccccc3n2)nc2ccc(Cl)cn12,i,i,i,i,2,i,i,i,i,i,i
Cc1ccc(NC(=O)CN2C(=O)NC3(CCc4ccccc43)C2=O)cc1S(=O)(=O)N1CCCCC1 (stereo not given),i,i,i,i,-3,i,i,i,i,i,i
CSc1cnc2c(=O)n(C)c(=O)[nH]c2n1,i,i,i,i,-3,i,i,i,i,i,i
O=C(Nc1ccccc1C(=O)NCC1CCCO1)c1ccccc1 (stereo not given),i,i,i,i,0,i,i,i,i,i,i
O=C(COc1ccccc1)Nc1ccccc1N1CCN(c2ccc(F)cc2)CC1,i,i,i,i,-7,i,i,i,i,i,i
CC(CS(=O)(=O)c1ccc2c(c1)NC(=O)CS2)C(=O)N1CCN(c2cccc(Cl)c2)CC1 (stereo not given),i,i,i,i,11,i,i,i,i,i,i
Cc1cc(C)c2[nH]c(=O)c(CN(Cc3nnnn3C3CCCC3)C3CCCCC3)cc2c1,i,i,i,i,-8,i,·,·,i,·,·
O=C(c1ccccc1Sc1cccc2ccccc12)N1CCOCC1,i,i,i,i,4,i,i,i,i,i,i
Cn1c(=O)cc(OCCCC(=O)NCc2cccnc2)c2ccccc21,i,i,i,i,-8,i,i,i,i,i,i
CCOc1cccc(/C=C/c2cc(C(=O)O)c3ccccc3n2)c1OC,i,i,i,i,-3,i,i,i,i,i,i
COc1cccc(CCNS(=O)(=O)CCNC(=O)c2cccc(OC)c2)c1,i,i,i,i,-4,i,i,i,i,i,i
COc1ccc(CCn2c(C)ccc2C)cc1OC,i,i,i,·,1,i,i,i,i,i,i
O=C(O)CCC(=O)Nc1cccc(C(=O)Nc2ccc(Br)cc2)c1,i,i,i,i,-8,i,i,i,i,i,i
CC(=O)N1CCN(c2ccc(NC(=O)c3cccc(OCc4ccccc4)c3)cc2)CC1,i,i,i,i,5,i,i,i,i,i,i
COc1cc2cc(CN(Cc3cccs3)C(=S)Nc3ccc(C)cc3)c(=O)[nH]c2cc1OC,i,i,i,i,25,i,i,i,i,i,i
Cc1ccc(Nc2c3c(nc4ncnn24)CCC3)cc1,i,i,i,i,-2,i,-7.2*,i,·,i,i
Cc1ccc2[nH]c3nc(SCCN4CCOCC4)nnc3c2c1,i,i,i,i,9,i,i,i,i,i,i
O=C(Nc1ccc(S(=O)(=O)Nc2ncccn2)cc1)C1COc2ccccc2O1 (stereo not given),i,i,i,i,9,i,i,i,i,i,i
N#Cc1ccc(N2CCOCC2)c([N+](=O)[O-])c1,i,i,i,i,-4,i,i,i,i,i,i
C[C@@H](C(=O)NCc1ccco1)N1C(=O)N2CCc3c([nH]c4ccccc34)[C@@]2(C)C1=O,i,i,i,i,-3,i,i,i,i,i,i
O=C(CCSc1nccn1Cc1ccccc1)N1CCOCC1,i,i,i,i,5,i,i,i,i,i,i
COc1ccc(S(=O)(=O)NN(C)C(=O)c2nn(-c3ccccc3)ccc2=O)cc1,i,i,i,i,10,i,i,i,i,i,i
N/C(=N\c1nc2c(c(=O)[nH]1)CCCC2)Nc1ccccc1Sc1ccccc1,i,i,i,i,6,i,i,i,i,i,i
O=C(NC(=S)Nc1ccc(N2CCN(C(=O)c3ccccc3)CC2)cc1)c1cccs1,i,i,i,i,24,i,i,i,i,i,i

# Next records
Molecule,TRPC6 inhibitor,TRPC4 agonist,TRPC4 PAM,ANO1 activ,SKKanGAS inh,TRPC6 act,MrgX1 antagonist,MrgX1 agonist,TRPC4 block,ANO1 block,MrgX1 allo act
Cc1ccc(-c2cn3cc(C)ccc3n2)cc1,i,i,i,i,·,i,i,i,i,i,i
O=C(NCCCN1CCCCC1)C1CC(=O)N(CCc2ccccc2)C1 (stereo not given),i,i,i,i,-1,i,i,i,i,i,i
CC1CCCCN1CCNC(=O)c1cnn2ccccc12 (stereo not given),i,i,i,i,-4,i,i,i,i,i,i
O=C(c1ccccc1)c1nn(-c2ccc(Cl)cc2)c(=O)cc1C(F)(F)F,i,i,i,i,2,i,i,i,i,i,i
CC1(C)Cc2c(C#N)c(N)n(-c3ccccc3)c(=S)c2CO1,i,i,i,i,-8,i,i,i,i,i,i
COC(=O)CSc1nnc(CNc2ccc(Cl)cc2)n1Cc1ccccc1,i,i,i,i,11,i,i,i,i,i,i
O=C(Nc1ccc(F)cc1)C1CCCN1S(=O)(=O)c1ccc(Br)cc1 (stereo not given),i,i,i,i,-5,i,i,i,i,i,i
O=C(O)c1ccccc1C(=O)N1N=C2/C(=C/c3cccc([N+](=O)[O-])c3)CCCC2C1c1cccc([N+](=O)[O-])c1 (stereo not given),i,i,i,i,14,i,i,i,i,i,i
N#Cc1cn(Cc2ccncc2)c(=O)[nH]c1=O,i,i,i,i,1,i,i,i,i,i,i
CCCN(CCC)C(=O)CSc1nc2ccccc2c(=O)n1C1CCCC1,i,i,i,i,7,i,i,i,i,i,i
N/C(=N\OC(=O)c1ccccc1Cl)c1cccc([N+](=O)[O-])c1,i,i,i,i,-6,i,i,i,i,i,i
N#C/C(=C\c1c(N2CCCCCC2)nc2ccccn2c1=O)C(=O)NC1CCS(=O)(=O)C1 (stereo not given),i,i,i,i,3,i,i,i,i,i,i
